From PubChem
G9a inh = G9a (human) methyltransferase inhibition; Q96KQ7; G9a H3K9 monomethylation, AlphaScreen, 2 h; Potency, µM (doses to about 102 µM), inactives show at the top dose activity, negative = inhibition, actives largely listed as inhibitors; 350,000 tested, 8.8% active; further: potency means the concentration at half of the fitted maximal effect; on the % scale 0 is the no-effect control and ±100 the full control effect; nearly all actives have a fitted effect of over 75% in size
Target sequence (Q96KQ7 913-1193 limits assumed): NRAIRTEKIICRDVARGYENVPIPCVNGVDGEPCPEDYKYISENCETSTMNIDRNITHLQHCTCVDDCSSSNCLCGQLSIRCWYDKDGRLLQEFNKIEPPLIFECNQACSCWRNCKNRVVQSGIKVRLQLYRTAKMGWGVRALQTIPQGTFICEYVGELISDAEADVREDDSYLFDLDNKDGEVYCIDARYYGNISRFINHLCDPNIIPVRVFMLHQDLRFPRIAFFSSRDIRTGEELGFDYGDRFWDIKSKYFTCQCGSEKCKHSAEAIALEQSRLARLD
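Methyltransferase reactions run at room temperature for 2 h (20 nM enzyme, 500 nM biotin-H3K9 peptide, 20 uM SAM) after a 15 min compound preincubation; product detected by AlphaScreen beads and anti-H3K9me1 antibody.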
HP1b chromo inh = HP1-beta chromodomain-methylated histone interaction inhibition; P83916; AlphaScreen HP1-beta / biotin-H3K9me3 peptide binding; Potency, µM (highest dose often 114 µM), inactives show at the highest dose activity change, negative = inhibition, hits mostly inhibitors; 390,000 tested, 0.56% active; AID 540317; further: potency means the concentration at half of the fitted maximal effect; nearly all actives have a fitted effect of over 70% in size; inactives centre near 23
Target sequence (P83916 whole entry, looked up): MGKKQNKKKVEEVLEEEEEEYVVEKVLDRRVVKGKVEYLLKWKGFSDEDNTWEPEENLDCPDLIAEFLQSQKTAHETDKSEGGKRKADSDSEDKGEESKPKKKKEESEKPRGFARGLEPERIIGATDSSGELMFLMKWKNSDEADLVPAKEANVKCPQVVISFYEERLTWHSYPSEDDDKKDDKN
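HP1-beta protein (50 nM final) preincubated 30 min at room temperature with biotinylated H3(1-18)K9me3 peptide (50 nM) in PBS pH 7.4, 0.01% Tween-20, then compound added for 30 min. AlphaScreen streptavidin donor/nickel chelate acceptor beads (10 ug/mL final), 30 min dark, luminescence read.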
Pol eta inh = inhibitors of human DNA polymerase eta | recombinant Pol eta, fluorescent DNA replication assay | Potency, µM (series often up to 114 µM), inactives show at the highest dose activity change, negative = inhibition, most hits filed as inhibitors | 390,000 tested, 1.2% active | AID 588591; further: potency means the concentration at half of the fitted maximal effect; on the % scale 0 is the no-effect control and ±100 the full control effect
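Pol eta at 10 nM preincubated with compounds 15 min at room temperature; reaction started with fluorescent substrate (50 nM final) and read kinetically at 0 and 10 min.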
JMJD2A Tudor inh = JMJD2A Tudor domain (human) inhibition; 390,000 tested, 4.4% active; Potency, µM (series often up to 114 µM), for the others: at the top dose activity change, negative = inhibition, hits mostly inhibitors; O75164; AlphaScreen JMJD2A-Tudor / H3K4me3 peptide binding; further: potency means the concentration at half of the fitted maximal effect; on the % scale 0 is the no-effect control and ±100 the full control effect; nearly all actives have a fitted effect of over 50% in size
BAZ2B inh = BAZ2B (human) inhibition | 360,000 tested, 4.4% active | Potency, µM (series often up to 114 µM), for the others: at the highest dose activity change, negative = inhibition, usual class: inhibitors | AlphaScreen BAZ2B-H3K14Ac peptide displacement | Q9UIF8; further: potency means the concentration at half of the fitted maximal effect; on the % scale 0 is the no-effect control and ±100 the full control effect; nearly all actives have a fitted effect of over 60% in size
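AlphaScreen luminescence quantifies BAZ2B engagement of H3K14Ac peptide; the protein and biotinylated peptide are both at 50 nM final, buffer PBS pH 7.4 with 0.01% Tween-20, all steps at room temperature.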
Pin1 inh = human Pin1 inhibition; Pin1 FP peptide displacement, HiFluor488, 10 min; Potency, µM (series often up to 115 µM), for inactives: at the highest dose activity, negative = inhibition, usual class: inhibitors; AID 504891; Q13526; 390,000 tested, 0.009% active; active means well fitted inhibition curve with a large enough effect in the polarisation, with a control signal flat, not every such curve was filed as active; inconclusive means small, poorly fitted or top-dose-only effect, or effect the other way, or a change in a side signal; inactive means no such curve, though single readings can be large or run the other way; the % refers to the polarisation; further: potency means the concentration at half of the fitted maximal effect; on the % scale 0 is the no-effect control and ±100 the full control effect
Target sequence (Q13526 whole entry, looked up): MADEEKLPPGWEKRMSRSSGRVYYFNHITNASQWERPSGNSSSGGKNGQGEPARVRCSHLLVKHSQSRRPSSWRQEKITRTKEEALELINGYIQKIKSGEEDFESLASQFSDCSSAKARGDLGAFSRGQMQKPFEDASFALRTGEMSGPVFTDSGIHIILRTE
GLS inhibitor = inhibitors of human glutaminase (GLS). O94925. GLS enzymatic activity, qHTS titration. Potency, µM (top dose mostly 45.5 µM), for the others: at the top dose activity change, negative = inhibition, actives largely listed as inhibitors. 410,000 tested, 0.21% active. AID 624170; further: potency means the concentration at half of the fitted maximal effect; on the % scale 0 is the no-effect control and ±100 the full control effect
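hKGA in 45 mM KH2PO4 (pH 8.2), 0.02% Tween-20 with compound, then 1mM L-Glutamine (stock as added) plus glutamate oxidase/HRP/Amplex red coupling mix. Fluorescence read initially and after 30 min at RT; signal change reflects glutamate formation.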
Tb PGK inh = blocks T. brucei phosphoglycerate kinase; P07378; PGK/GAPDH coupled, Kinase-Glo luminescence, 60 min; Potency, µM (doses to about 57.5 µM), for inactives: top-dose activity change, negative = inhibition, hits mostly inhibitors; 380,000 tested, 0.043% active; further: potency means the concentration at half of the fitted maximal effect; on the % scale 0 is the no-effect control and ±100 the full control effect; nearly all actives have a fitted effect of over 60% in size
Target sequence (P07378 whole entry, looked up): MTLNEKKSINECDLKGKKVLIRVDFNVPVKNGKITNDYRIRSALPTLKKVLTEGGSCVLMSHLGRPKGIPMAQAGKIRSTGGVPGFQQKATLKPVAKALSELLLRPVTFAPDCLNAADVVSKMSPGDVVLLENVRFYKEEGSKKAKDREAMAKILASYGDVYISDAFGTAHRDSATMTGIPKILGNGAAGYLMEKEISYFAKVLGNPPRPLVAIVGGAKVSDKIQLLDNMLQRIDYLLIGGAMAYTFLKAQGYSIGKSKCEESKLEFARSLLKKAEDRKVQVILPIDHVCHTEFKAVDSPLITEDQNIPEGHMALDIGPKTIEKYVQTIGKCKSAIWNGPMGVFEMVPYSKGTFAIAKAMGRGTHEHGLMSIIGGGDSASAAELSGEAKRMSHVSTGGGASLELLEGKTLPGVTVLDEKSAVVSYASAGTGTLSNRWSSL
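Recombinant glycosomal PGK reaction used 1,3-bisphosphoglycerate generated in-well by GAPDH (100nM final) in 100mM TEA pH 7.6, 5mM MgCl2, 0.01% Tween-20. After 60 minutes at room temperature, ATP was read by Kinase-Glo Plus luminescence end-point.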
PI4K2A block = inhibitors of human PI4K2A; Q9BTU6; purified PI4K2A, ADP-Glo luminescence, 1 h; stronger effect = lower value; activity change, negative = inhibition, % at 76.9 µM; 420,000 tested, 0.13% active; AID 1346378; in the data active means activity change below about -50%; inconclusive means mostly about -30% to -49%;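 further: -100% = wells without enzyme as full effect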
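PI4K2A activity was measured by ADP-Glo luminescence: enzyme (4 ug/mL stock) and phosphatidylinositol (1.2 mM stock) in Tris pH 7.5/MgCl2/EGTA/Triton X-100 buffer were reacted with ATP (300 microM stock) for one hour at ambient temperature.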
* marks the source's active call; other numbers are inactive results; i = inactive; ? = inconclusive; nt = no result given; [ ] = remark or other dose. Unless noted, the call rests on the fitted dose curve; in most records, active means well fitted curve in the direction sought with a large enough effect; inconclusive means small, poorly fitted or top-dose-only effect, or another doubt; inactive means no such curve, though single readings can be large; an effect the other way counts as inactive or inconclusive.

The first two records as a preview:
SMILES	G9a inh	HP1b chromo inh	Pol eta inh	JMJD2A Tudor inh	BAZ2B inh	Pin1 inh	GLS inhibitor	Tb PGK inh	PI4K2A block
COc1ccc(S(=O)(=O)N2CCCCCC2)cc1C(=O)OC(C)C(N)=O (centres undefined)	6%[12.7 µM]	-4%	-4%	-7%	-2%	-1%	-10%	i	-11
CCn1c2ccccc2c2cc(NC(=O)COC(=O)c3cccc(S(=O)(=O)NC)c3)ccc21	?	30%	-18%	-18%	-5%	24%	-2%	-2%	-5

The listing, from the start:
SMILES	G9a inh	HP1b chromo inh	Pol eta inh	JMJD2A Tudor inh	BAZ2B inh	Pin1 inh	GLS inhibitor	Tb PGK inh	PI4K2A block
COc1ccc(S(=O)(=O)N2CCCCCC2)cc1C(=O)OC(C)C(N)=O (centres undefined)	6%[12.7 µM]	-4%	-4%	-7%	-2%	-1%	-10%	i	-11
CCn1c2ccccc2c2cc(NC(=O)COC(=O)c3cccc(S(=O)(=O)NC)c3)ccc21	?	30%	-18%	-18%	-5%	24%	-2%	-2%	-5
COc1ccccc1CNc1nc2nc(C)c(Cl)c(C)n2n1	-21%[59 µM]	26%	-9%	-7%	-4%	-2%	0%	0%	-1
Cc1ccccc1OCc1nnc(SCC(=O)N2CCc3ccccc32)n1C	5%[59 µM]	22%	5%	-14%	-1%	0%	12%	-1%	3
COC(=O)C(Cc1ccc(O)cc1)NC(=O)CCOc1ccc(OC)cc1 (centres undefined)	13%[59 µM]	38%	-7%	-10%	-5%	-1%	-12%	-2%	1
CCC(CC)C(=O)c1c[nH]c(C(=O)NCC2CCCO2)c1 (centres undefined)	39%[12.7 µM]	46%[activator]	-3%	-26%[11.4 µM]	1%	3%	-9%	-8%	-3
O=C(Nc1ccccc1)N(CCN1CCOCC1)Cc1ccccc1F	0%[12.7 µM]	31%	-16%	-7%	6%	-4%	9%	-5%	3
Cc1ccc(CN=C(N)Nc2nc(C)cc(C)n2)cc1	nt	29%	-19%	-16%	-7%	0%	3%	i	-1
COc1cc(Nc2nc3c(S(=O)(=O)c4ccccc4)nnn3c3ccc(Cl)cc23)cc(OC)c1	-10%[59 µM]	26%	-16%	-7%	-3%	2%	-12%	13%	-6
COc1ccc(CNC(=O)C(=O)Nc2cc(Cl)ccc2OC)cc1	3%[59 µM]	30%	-11%	-3%	-1%	3%	-2%	-4%	-3
CCOC(=O)N1CCN(S(=O)(=O)N2CCCC(C(=O)NCCc3ccc(Cl)cc3)C2)CC1 (centres undefined)	19%	34%[activator]	-16%	-9%	-12%[57.1 µM]	-6%	-4%	i	-4
Cc1ccc(/C=C(/C#N)c2nc(CCN3C(=O)c4ccccc4C3=O)cs2)cc1	-15%	29%	?	0%	-5%	10%	nt	-5%	3
COC(=O)c1ccc(NC(=O)NS(=O)(=O)c2ccc(C)cc2)cc1	3%	43%[activator]	1%	-3%	12%	1%	6%	-4%	7
CCOc1ccc(C(=O)Nc2ccc(S(=O)(=O)Nc3nc(C)cc(C)n3)cc2)cc1OC	26%[59 µM]	69%[activator]	-17%	-3%	-3%	1%	0%	-10%	1
CCn1nc(C(=O)NNC(=O)CCOc2cc(C)ccc2C)c2ccccc2c1=O	60%[activator]	37%	-24%	-20%	-2%	5%	0%	-7%	0
O=C(CC1CCCCC1)NC1CCCC1	7%[2.33 µM]	43%[activator]	5%	4%	12%	2%	1%	-9%	-1
COC(=O)CC1(C(=O)OC)Oc2ccc(Br)cc2C(=O)N1c1cccc(Cl)c1Cl (centres undefined)	nt	32%[activator]	-22%	-2%	-8%	15%	15%	20%	1
O/N=C/c1ccccc1OCc1ccccc1F	22%[59 µM]	36%	-24%	5%[57.1 µM]	4%	-1%	11%	9%	0
CC(C)N(C(=O)[C@H]1C[C@H](CC(=O)NCc2ccco2)C(=O)N2CCc3c([nH]c4cc(CCC(=O)N(C)C)ccc34)[C@]12C)C(C)C	nt	11%	-2%	-22%	nt	-4%	9%	i	-2
CN(C(=O)c1nn(C)c2c1CSc1ccccc1-2)c1ccccc1Cl	?	19%	-13%	-20%	-15%	-10%	5%	-1%	5
CC(C)(O)CCC(C)(C)O	0%[0.501 µM]	19%	-6%	-12%	1%	-1%	-1%	i	0
O=C(Nc1nc2ccc(F)cc2s1)c1nc(SCc2ccccc2F)ncc1Cl	2%[59 µM]	14%	-20%	-17%	0%	-3%	0%	-3%	-2
CCCOc1cc(C)nc(-c2ccccc2O)n1	278%[activator]	229%[activator]	-3%	159%[activator]	136%[activator]	-1%	6%	2%	0
Cc1ccc(SCCC(=O)NNC(=O)c2ccccc2F)cc1	nt	55%[activator]	-19%	-8%	nt	1%	-1%	-4%	8
COC(=O)c1cccc(NC(=S)NCCC2=CCCCC2)c1	93%[activator][59 µM]	17%	-3%	-7%	-36%[57.1 µM]	2%	6%	1%	2
Cc1ccc(N(CC(=O)N/N=C/c2cccs2)S(C)(=O)=O)cc1Cl	-2%[59 µM]	17%	-17%	-11%	-18%	-1%	-13%	-1%	8
COc1ccc(Cl)cc1C(=O)NNC(=O)c1nn(C)c(=O)c2ccccc12	nt	41%[activator]	8%	-17%	nt	16%	2%	-9%	0
CCn1c(COc2ccc3c(c2)OCO3)nnc1SCC(=O)c1ccc(Cl)cc1	50µM*	18%	-3%	-10%	-1%	10%	5%	-15%	-10
OC(CNCc1ccccc1)Cn1ccc2ccccc21 (centres undefined)	?	?	-11%	22µM*	?	-2%	-1%	i	6
O=C(NCC(=O)N(Cc1ccc(F)cc1)C(C(=O)NCC1CCCO1)c1ccccc1)c1ccco1 (centres undefined)	11%	5%	-2%	-9%	5%	7%	-1%	2%	1
CC(C)(C)c1cc(C(=O)O)c(CN2CCCCC2)o1	-1%[12.7 µM]	39%	-4%	-9%	-6%	-1%	-3%	i	-2
COc1ccc(Cn2c(=S)[nH]c3ccsc3c2=O)cc1	8.9µM*	52%[activator]	-16%	-25%	7%	1%	-11%	i	0
COc1ccc(-c2nnc3ccc(SCC(=O)NCC4CCCO4)nn23)cc1 (centres undefined)	9%[59 µM]	28%	-3%	-12%	9%	-1%	2%	-4%	-2
COc1ccc(Nc2nc3ccccc3nc2NS(=O)(=O)c2cccs2)c(OC)c1	?	33%	-7%	-20%	-15%	?	1%	i	-5
COc1ccc(Br)cc1CNc1ccccc1	22µM*	?	-19%	18µM*	50µM*	-8%	4%	i	-4
Cc1ccc(/C=N/NC(=O)c2ccc(Cn3cc([N+](=O)[O-])cn3)o2)cc1	7%	7%	-2%	-23%	-3%	27%	9%	-7%	-2
CCn1cc(C(=O)N[C@@H](C)C(=O)NCCCn2ccnc2)c(=O)c2cc3c(cc21)OCO3	?	17%	11%	-6%	-16%	-2%	-8%	-2%	-2
CCOC(=O)C1CCCN(c2nc3ccccc3nc2C(C#N)C(=O)OC(C)COC)C1 (centres undefined)	?	40%[activator]	-18%	-26%[57.1 µM]	-33%	10%	6%	-4%	-3
CCC(=O)N1CCc2cc(Br)cc(S(=O)(=O)CCC(=O)NCc3ccccc3OC)c21	-8%[59 µM]	29%	0%	-21%	-3%	0%	1%	-7%	-1
CC(=O)c1c(C)[nH]c(C(=O)NCc2ccc(Cl)cc2)c1C	nt	nt	1%	nt	nt	nt	2%	4%	-1
O=C(CN1CCCCC1)N1c2ccccc2CCc2ccccc21	-15%	13%	-10%	-10%	11%	1%	5%	0%	-3
COc1ccccc1CC(=O)Nc1nc(-c2ccc(F)c(F)c2)cs1	13%	48%[activator]	-24%	3%	3%	?	7%	1%	3
O=C(CCCCCN1C(=O)c2ccccc2C1=O)Nc1ccc(C(=O)O)cc1	8%	30%	-7%	-6%	-8%	1%	0%	-3%	-2
CC(C)N(Cc1ccccc1)C(=O)COC(=O)CCC(=O)c1ccc(F)cc1	11%[59 µM]	44%[activator]	-4%	1%	8%	-1%	-2%	6%	-4
COCCNC(=O)c1nc2ccccc2s1	-5%	52%[activator]	-9%	0%	-28%	4%	-5%	-9%	1
COc1ccc(C(=O)N[C@H](C(=O)Nc2ccc(S(=O)(=O)N3CCOCC3)cc2)C(C)C)cc1	7%	44%[activator]	-9%	-3%[11.4 µM]	-25%	-5%	-10%	-1%	5
CN(c1ccccc1)c1ccc(/C=N/NC(=O)CC#N)cc1	-6%[59 µM]	44%[activator]	-5%	-2%	-6%	?	13%	-8%	3
Cc1ccc(Cn2c(SCc3ccc(C(=O)N4CCCCCC4)cc3)nc3ccncc32)cc1	-1%[59 µM]	31%	0%	-23%	-18%	1%	-7%	2%	-3
CCc1ccc(Nc2nnc(SCc3cc(=O)n4ccsc4n3)s2)cc1	2µM*	27%	?	-17%	-4%	24%	4%	-3%	7
O=c1cc(N2CCOCC2)[nH]c(=O)n1Cc1ccc(F)cc1	-12%	34%	-1%	-1%	12%	0%	1%	-3%	-5
COCCN1Cc2cccc(C(=O)NCc3ccc4c(c3)OCO4)c2C1=O	?	16%	?	-6%	-8%	8%	1%	-9%	-5
COC(=O)c1ccc(S(=O)(=O)N2C3CCC2CC(NC(=O)C2CC2)C3)cc1 (centres undefined)	14%[59 µM]	19%	2%	-8%	6%	-10%	-2%	-8%	3
Cc1ccc(NC(=O)C(c2ccccc2)N2CCN(CC(=O)NC3CC3)CC2)cc1 (centres undefined)	8%[12.7 µM]	26%	-8%	0%	-2%	-1%	1%	-9%	0
CCS(=O)(=O)Nc1cccc(C2=NN(S(=O)(=O)CC)C(c3ccccc3)C2)c1 (centres undefined)	10%	46%[activator]	-19%	-1%	11%	-3%	-7%	-8%	1
Cc1ccccc1C(=O)N1CCN(c2ccc(NC(=O)c3ccc4c(c3)OCCO4)cc2)CC1	-6%	-9%	-12%	?	-29%	-1%	8%	-1%	-2

The list is partial. The share of hits here may be higher or lower than overall.
